Screening data (PubChem BioAssay)
A3A deaminase: human APOBEC3A DNA deaminase inhibition; P31941; recombinant A3A, FAM/TAMRA ssDNA deamination fluorescence; inhibition, % at 20 µM; 330,000 compounds, 0.41% hits;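 active means at least 40% inhibition at 20 µM here, with at most 30% in a related deaminase screen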;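 further: plate controls were A3A with DMSO for no effect and wells lacking A3A enzyme for full effect; some results filed as inactive read as strong as hits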
PfGluPho inh: PfG6PD (Plasmodium falciparum) enzyme inhibition. 350,000 compounds, 0.78% hits. inhibition, % at 20 µM. PfGluPho enzyme, NADPH resazurin-diaphorase fluorescence. AID 504690;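 active means inhibition reaching at least a set limit at 20 µM in the primary screen, cut at about 59% in these data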;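 further: 0% = DMSO wells with substrate and 100% = DMSO wells lacking glucose-6-phosphate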
hIAP activ: human IAP activation | 330,000 compounds, 0.16% hits | activation factor at 10 µM | purified human IAP, CDP-Star luminescence, 30 min; hits give high values; 1 = vehicle-only enzyme, 0 = enzyme-free background;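 active means activation factor of the enzyme at least 2-fold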; further: the source names both 10 and 20 µM as test concentration; values of inactives mirror those of a sister screen read the other way
mIAP act: mouse IAP activation; activation factor at 10 µM; 330,000 compounds, 0.24% hits; muIAP, CDP-Star luminescence, 30 min; hits give high values; 1 = vehicle-only enzyme signal, 0 = enzyme-free wells; AID 2805;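 active means activation factor of at least 2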; further: the source names both 10 and 20 µM as test concentration; values of inactives mirror those of a sister screen read the other way
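Assay system: mouse IAP enzyme; reagent: chemiluminescent substrate CDP-Star; dosing: test compounds delivered from DMSO solution; schedule: 30 min at room temperature; measured by: luminescence from enzymatic CDP-Star hydrolysis; controls: DMSO-only wells and no-enzyme negative control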
HKDC1 inhibitor: inhibitors of human hexokinase HKDC1. Q2TB90. recombinant HKDC1, G6PDH/diaphorase resazurin coupled fluorescence. 340,000 compounds, 0.16% hits. inhibition, % at 20 µM;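 active means inhibition above about 35% when tested at 20 µM, limit read from the data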;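 further: plate controls were DMSO wells with enzyme for no effect and DMSO wells lacking enzyme for full effect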
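Test system: Recombinant HKDC1 (HK5) hexokinase enzyme, produced in-house | Input: HKDC1 at 5 µg/mL | Buffer or medium: Tris pH 8.0 buffer with MgCl2, Tween-20, BSA, BME | Schedule: 90 min reaction incubation at room temperature, dark | Technique: Resazurin-to-resorufin fluorescence via G6PDH and diaphorase coupling, 525/613 nm | Controls: DMSO wells with and without enzyme mix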
ATG4B inhibitor: blocks human ATG4B protease cleavage of LC3 substrate. ATG4B cleavage of LC3-PLA2, NBD-HPC fluorescence, 1 h. inhibition, % at 8.33 µM. Q9Y4P1. 340,000 compounds, 0.51% hits; in the data active means inhibition above about 40%
Target sequence (Q9Y4P1 whole entry, looked up): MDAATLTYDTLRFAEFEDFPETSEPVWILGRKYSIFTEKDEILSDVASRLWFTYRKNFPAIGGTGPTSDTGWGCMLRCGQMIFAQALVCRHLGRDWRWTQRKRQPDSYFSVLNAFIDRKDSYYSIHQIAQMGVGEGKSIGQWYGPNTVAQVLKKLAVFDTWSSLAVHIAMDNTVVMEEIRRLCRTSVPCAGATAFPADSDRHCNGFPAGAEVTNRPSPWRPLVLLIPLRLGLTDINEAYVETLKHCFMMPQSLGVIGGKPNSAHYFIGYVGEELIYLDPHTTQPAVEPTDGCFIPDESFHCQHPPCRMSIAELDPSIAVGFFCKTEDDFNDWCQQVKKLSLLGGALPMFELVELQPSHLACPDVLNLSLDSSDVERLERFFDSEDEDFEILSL
hIAP block: human IAP inhibition; purified IAP, CDP-Star luminescence, 30 min; 330,000 compounds, 0.12% hits; inhibition, % at 10 µM;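 active means inhibition reaching a set limit with compound at 10 µM in the primary screen, cut at about 35% in these data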;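 further: plate controls were DMSO wells with enzyme for no effect and no-enzyme buffer wells for full effect; values of inactives mirror those of a sister screen read the other way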
mIAP block: mouse IAP inhibition; purified mouse IAP, CDP-Star luminescence, 30 min; inhibition, % at 10 µM; 330,000 compounds, 0.2% hits;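 active means inhibition of at least 40% at 10 µM in the primary screen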;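 further: plate controls were DMSO with enzyme for no effect and no enzyme wells for full effect; values of inactives mirror those of a sister screen read the other way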
Active calls of the source: *. The order is random. Share with any hit: about 2.4%.

Field names: A = A3A deaminase; B = PfGluPho inh; C = hIAP activ; D = mIAP act; E = HKDC1 inhibitor; F = ATG4B inhibitor; G = hIAP block; H = mIAP block
1. COc1ccccc1C(=O)Nc1ccc2c(c1)CCCN2C(=O)c1ccccc1
  A = 2; B = 0; C = 1.1; D = 1; E = -3; F = 10; G = -15; H = 0

2. CC(C)c1nnc(NC(=O)CC(=O)Nc2ccccc2C(=O)O)s1
  A = -5; B = -17; C = 0.94; D = 0.88; E = -5; F = -1; G = 6; H = 12

3. CC(=O)N(CN1C(=O)CCC1=O)c1ccc(Cl)c(Cl)c1
  A = 0; B = -15; C = 0.84; D = 1; E = -10; F = 0; G = 16; H = -4

4. Cc1ccc(NC(=O)c2cc(C)n(-c3ccccc3)c2C)cc1
  A = 1; B = 95*; C = 1.1; D = 1.1; E = -6; F = 15; G = -12; H = -10

5. CCOc1ccc(S(=O)(=O)NNC(=O)c2cc3ccccc3o2)cc1
  A = -3; B = -24; C = 1; D = 1; E = 17; F = 3; G = 0; H = -1

6. COc1cc2c(cc1OC)C(C(=O)NCc1ccco1)C(c1cccs1)N(C)C2=O (stereo not given)
  A = 1; B = -18; C = 0.86; D = 0.96; E = 5; F = 1; G = 14; H = 4

7. COC1Cc2ccccc2N(C(N)=O)c2ccccc21 (stereo not given)
  A = 0; B = -16; C = 0.99; D = 0.92; E = -1; F = 7; G = 0; H = 8

8. O=C(Nc1ccccc1)c1cccc(S(=O)(=O)Oc2ccc([N+](=O)[O-])cc2)c1
  A = -2; B = 19; C = 0.99; D = 0.89; E = 20; F = -18; G = 1; H = 11

9. CC1C(c2ccccc2)=[N+]([O-])C2(CCCCC2)N1O (stereo not given)
  A = 2; B = -5; C = 0.99; D = 1.1; E = -3; F = 0; G = 1; H = -8

10. O=C(CN1C(=O)NC(Cc2ccccc2)C1=O)Nc1ccc(F)cc1 (stereo not given)
  A = 2; B = 10; C = 1; D = 1; E = -3; F = 2; G = -1; H = -2

11. COc1ccccc1N1CCN(C(=O)C2CCN(S(=O)(=O)c3ccccc3)CC2)CC1
  A = -8; B = 7; C = 0.99; D = 1; E = -9; F = -21; G = 1; H = -3

12. COc1ccc(/C=N/NC(=O)CNC(=O)c2ccc3c(c2)OCCO3)c(C(=O)O)c1OC
  A = -2; B = -4; C = 1.2; D = 0.96; E = -3; F = -2; G = -21; H = 4

13. C=C[C@@H]1c2c(F)cccc2N(S(=O)(=O)c2ccc(C)cc2)[C@H](c2ccc(OC(C)=O)cc2)C1(C#N)C#N
  A = -4; B = 24; C = 0.87; D = 0.85; E = 1; F = 0; G = 13; H = 15

14. Cc1ccn2cc(C(=O)N3CCCC(Nc4ccc(F)cc4)C3)nc2c1 (stereo not given)
  A = 1; B = 6; C = 1; D = 0.94; E = -4; F = 0; G = -3; H = 6

15. O=C(NC1CCCC1)C(c1ccc(F)cc1)N(Cc1ccccc1Cl)C(=O)CCl (stereo not given)
  A = 0; B = 5; C = 0.93; D = 0.97; E = 10; F = 8; G = 7; H = 3

16. COc1cccc(Oc2coc3c(CN4CCOCC4)c(O)ccc3c2=O)c1
  A = 3; B = -14; C = 1; D = 0.97; E = -3; F = 5; G = -4; H = 2

Nothing new here: an excerpt of the list.
Field names: A = A3A deaminase; B = PfGluPho inh; C = hIAP activ; D = mIAP act; E = HKDC1 inhibitor; F = ATG4B inhibitor; G = hIAP block; H = mIAP block
10. O=C(CN1C(=O)NC(Cc2ccccc2)C1=O)Nc1ccc(F)cc1 (stereo not given)
  A = 2; B = 10; C = 1; D = 1; E = -3; F = 2; G = -1; H = -2

11. COc1ccccc1N1CCN(C(=O)C2CCN(S(=O)(=O)c3ccccc3)CC2)CC1
  A = -8; B = 7; C = 0.99; D = 1; E = -9; F = -21; G = 1; H = -3

12. COc1ccc(/C=N/NC(=O)CNC(=O)c2ccc3c(c2)OCCO3)c(C(=O)O)c1OC
  A = -2; B = -4; C = 1.2; D = 0.96; E = -3; F = -2; G = -21; H = 4

13. C=C[C@@H]1c2c(F)cccc2N(S(=O)(=O)c2ccc(C)cc2)[C@H](c2ccc(OC(C)=O)cc2)C1(C#N)C#N
  A = -4; B = 24; C = 0.87; D = 0.85; E = 1; F = 0; G = 13; H = 15

14. Cc1ccn2cc(C(=O)N3CCCC(Nc4ccc(F)cc4)C3)nc2c1 (stereo not given)
  A = 1; B = 6; C = 1; D = 0.94; E = -4; F = 0; G = -3; H = 6

15. O=C(NC1CCCC1)C(c1ccc(F)cc1)N(Cc1ccccc1Cl)C(=O)CCl (stereo not given)
  A = 0; B = 5; C = 0.93; D = 0.97; E = 10; F = 8; G = 7; H = 3

16. COc1cccc(Oc2coc3c(CN4CCOCC4)c(O)ccc3c2=O)c1
  A = 3; B = -14; C = 1; D = 0.97; E = -3; F = 5; G = -4; H = 2
